Bioassay records deposited in PubChem BioAssay by several laboratories.
DAGLB inh = diacylglycerol lipase beta (human) inhibition; inhibition, % at 5.17 µM; actives 0.059% (n = 340,000); Q8NCG7; HEK293T DAGLB membrane lysate, EnzChek fluorogenic substrate; in the data active = inhibition above about 34%;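 note: 0% = enzyme with vehicle and 100% = wells lacking enzyme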
PKA-R2B activ = PKA-R2B complex activation; PKA-R2B holoenzyme dissociation, Cy5-IP20 fluorescence polarization; R2B truncated from residue 108, S112A mutant; 0% DMSO only, 100% 113 µM cGMP; P22694+P31323; activation, % at 11.4 µM; actives 0.079% (n = 340,000);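 active = activation above a cutoff set at the mean over all compounds plus 3 SD, cut at about 18% in these data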;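 note: higher means more holoenzyme dissociation and a rise in polarization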
Target sequence (P31323 whole entry, looked up, other chains not shown, the tested form may be a part): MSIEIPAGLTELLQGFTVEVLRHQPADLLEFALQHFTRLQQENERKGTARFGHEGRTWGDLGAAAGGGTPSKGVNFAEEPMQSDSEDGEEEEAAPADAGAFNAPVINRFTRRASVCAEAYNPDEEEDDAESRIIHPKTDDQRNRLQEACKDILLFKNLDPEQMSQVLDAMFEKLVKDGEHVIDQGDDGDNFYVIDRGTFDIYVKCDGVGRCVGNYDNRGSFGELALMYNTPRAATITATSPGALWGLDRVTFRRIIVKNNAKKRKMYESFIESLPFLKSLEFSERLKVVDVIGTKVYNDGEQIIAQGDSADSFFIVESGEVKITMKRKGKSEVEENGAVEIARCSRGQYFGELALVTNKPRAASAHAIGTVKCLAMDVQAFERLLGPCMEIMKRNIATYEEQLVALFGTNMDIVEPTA
Rtt109 Vps75 = inhibitors of Candida albicans Rtt109/Vps75 histone acetyltransferase; AID 540336; actives 0.16% (n = 330,000); inhibition, % at 34.9 µM; purified Rtt109/Vps75, ThioGlo CoA-SH fluorescence, 4 h;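 active = inhibition of at least 50% in every replicate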
Target sequence (Q5AAJ8 whole entry, looked up): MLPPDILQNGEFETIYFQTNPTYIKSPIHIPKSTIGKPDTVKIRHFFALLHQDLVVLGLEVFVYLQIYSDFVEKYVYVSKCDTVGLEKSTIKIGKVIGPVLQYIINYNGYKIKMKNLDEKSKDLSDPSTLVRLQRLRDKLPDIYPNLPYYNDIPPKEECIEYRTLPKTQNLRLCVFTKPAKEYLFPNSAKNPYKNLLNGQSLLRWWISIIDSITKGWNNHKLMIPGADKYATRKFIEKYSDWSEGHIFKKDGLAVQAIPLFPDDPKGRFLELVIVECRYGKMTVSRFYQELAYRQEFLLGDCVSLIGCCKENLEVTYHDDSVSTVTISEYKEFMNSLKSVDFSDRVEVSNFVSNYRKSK
cardiac RTF act = cardiac RTF calcium sensitization | P19429+P45379 | IANBD-labeled TnC RTF fluorescence at EC20 calcium; 0% EC20 calcium, 100% full calcium | activation, % at 7.2 µM | actives 0.24% (n = 340,000);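 active = activation above the mean over all tested compounds plus 3 SD, cut at about 30% in these data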;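 note: rise in fluorescence read as greater calcium sensitivity of cardiac thin filaments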
CAL PDZ FP-1 = blocks peptide binding to the human CAL PDZ domain | Q9HD26 | purified CAL PDZ, TMR-peptide fluorescence polarization, 1 h | inhibition, % at 24.9 µM | actives 0.92% (n = 300,000) | AID 602252;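 active = mean inhibition of at least 30% with at least half of replicates also reaching 30%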;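 note: 0% = DMSO neutral control and 100% = excess unlabeled competitor peptide PRC23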
SR-BI DiI-HDL act = enhances SR-BI lipid uptake from DiI-HDL | AID 504775 | actives 0.096% (n = 320,000) | CHO ldlA[mSR-BI] cells, DiI-HDL uptake fluorescence, 3 h; 100 = double the neutral-control signal | activation, % at 12.5 µM;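 active = mean replicate activation of at least 60% and every replicate at or above 60%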;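 note: 0% = median plate neutral-control signal and 100% = twice that signal; values of inactives mirror those of a sister screen read the other way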
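System: CHO ldlA[mSR-BI] cells / Medium: HEPES-buffered (25 mM, pH 7.4) F12 plus 0.5% BSA / Probe or stimulus: labelled HDL, 10 µg/mL / Doses: single compound concentration, delivered by pin transfer / Schedule: 3 h, 37 °C / Measured by: DiI fluorescence, bottom read / Measure: cell-associated DiI fluorescence as measure of HDL uptake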
Keap1-Nrf2 PPI = Keap1-Nrf2 (human) interaction inhibition | Keap1 Kelch-Nrf2 peptide fluorescence polarization, 1536-well | inhibition, % at 9.4 µM | Q14145 | actives 0.15% (n = 340,000); in the data active = inhibition above about 12%;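 note: human Keap1 Kelch domain with fluorescein labeled Nrf2 9mer peptide probe; 0% = neutral control wells and 100% = peptide positive control; higher means more block of Keap1 binding to Nrf2 peptide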
CAL PDZ FP-2 = blocks peptide binding to human CAL PDZ domain. Q9HD26. purified CAL PDZ, TMR-peptide fluorescence polarization, 1 h. inhibition, % at 20 µM. actives 0.02% (n = 330,000). AID 504414;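 active = highest replicate inhibition of at least 40%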;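 note: plate controls were DMSO neutral control wells for no effect and unlabeled competitor peptide control wells for full effect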
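material = purified tagged CAL PDZ domain construct (CerCALP) | buffer or medium = sodium phosphate/NaCl buffer pH 7.4 with TCEP, IgG, Thesit | reagent = TMR-labelled reporter peptide T*-PRC34 bound in PDZ groove | incubation = 1 h room-temperature incubation prior to read | measured by = fluorescence polarization (mP) | evaluation = percent inhibition from loss of millipolarization | control set = unlabelled peptide and DMSO controls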
LANA DNA inh = KSHV C-LANA DNA binding inhibition; MBP-C-LANA/FAM-LBS DNA binding, fluorescence polarization; inhibition, % at 9 µM; actives 0.078% (n = 340,000);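 active = highest replicate inhibition at or above 60% at 9 µM, even if other replicates fall short; inactive = all replicates below 60% inhibition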;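 note: 0% = neutral control wells and 100% = 4 µM acridine orange control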
RTF Ca sens inh = cardiac RTF calcium desensitization; inhibition, % at 7.15 µM; AID 493244; P19429+P45379; IANBD-labeled cardiac RTF, Ca2+ fluorescence; actives 0.12% (n = 340,000);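 active = inhibition above the mean inhibition of all tested compounds plus 3 SD, cut at about 17% in these data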;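 note: assay run at fixed EC70 calcium of 1.6 mM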
* marks the source's active call; other numbers are inactive results; · = no result given. Compounds were not picked by outcome; overall some 1.6% were active at least once.

SMILES | DAGLB inh | PKA-R2B activ | Rtt109 Vps75 | cardiac RTF act | CAL PDZ FP-1 | SR-BI DiI-HDL act | Keap1-Nrf2 PPI | CAL PDZ FP-2 | LANA DNA inh | RTF Ca sens inh
CS(=O)(=O)N1CCN(C(=O)c2cc(-c3ccccc3)nc3ccccc23)CC1 | -1 | 10 | -21 | -8 | · | 0 | 1 | -1.4 | -0.6 | -13
Cc1nc2sc(C(c3cccs3)N3CCN(c4ccccc4)CC3)c(O)n2n1 (centres undefined) | 0 | -13 | -1 | 2 | -3 | -5 | 0 | -0.5 | -0.3 | -5
O=C(CN(c1cccc([N+](=O)[O-])c1)S(=O)(=O)c1ccccc1)N(Cc1ccccc1)Cc1ccccc1 | -3 | 11 | -12 | 7 | 0 | -33 | -3 | -0.5 | -3.7 | -15
Cc1cc(C)c2nc(N(CCN(C)C)C(=O)/C=C/c3cccs3)sc2c1 | -14 | -9 | 12 | -1 | -3 | · | -4 | -2.2 | 0.9 | -8
C#CCOCCOCCOCCNc1nc(N2CCN(C(=O)[C@H](CCCCN)n3cc(CN)nn3)CC2)nc(N2CCN(C(=O)[C@H](CCCCN)n3cc([C@@H](N)CC(N)=O)nn3)CC2)n1 | 1 | 2 | 11 | 5 | 1 | 18 | -10 | 0.8 | 2.8 | 2
O=C(c1cccc(C(F)(F)F)c1)C1CCCN(C(=O)CCn2cnnn2)C1 (centres undefined) | 2 | -1 | -26 | 6 | 52* | -12 | 2 | -4.7 | -0.8 | -13
O=C(CN1C(=O)C2C3c4ccccc4C(c4ccccc43)C2C1=O)Nc1ccccc1C(=O)O (centres undefined) | 6 | 11 | -3 | 7 | -2 | -24 | -4 | -1.3 | 0.1 | -1
Cc1ccc(/C=N/N2CCN(Cc3ccc(Cl)cc3)CC2)o1 | -14 | -4 | -4 | 5 | -1 | 14 | -2 | 0.7 | 2.4 | 2
C/C(O)=C\c1nc2ccccc2oc1=O | 0 | -11 | 4 | 2 | · | 29 | -3 | -1.2 | 0.0 | 1
CC(C)c1ccc(/C=N/NC(=O)c2nnn(-c3nonc3N)c2CSC2=NCCS2)cc1 | -1 | -1 | -3 | -4 | -2 | -4 | -8 | -0.3 | -1.6 | 4
COc1c(Cl)cc(C(=O)Nc2ccc(Cl)cn2)cc1Cl | -7 | -9 | 9 | -5 | -3 | -19 | -2 | -0.3 | 2.1 | 0
CCOc1cc(N2CCOCC2)c(OCC)cc1NC(=O)CSc1n[nH]c(N)n1 | 1 | 2 | -3 | -4 | -2 | -7 | -7 | -0.8 | -0.4 | 3
CC1CCC(NC(=O)C2c3ccccc3C(=O)N2Cc2cccs2)CC1 (centres undefined) | -2 | 3 | 19 | -7 | -1 | 22 | 0 | -2.8 | -1.9 | 4
O=C(c1ccc(Cl)nc1)N1CCN(S(=O)(=O)c2ccc3c(c2)OCCO3)CC1 | -1 | -13 | -3 | 3 | 1 | -3 | -2 | -1.1 | -0.5 | -15
CCCc1nnc(NC(=O)CCC(=O)N2CCN(CCn3c(C)ccc3C)CC2)s1 | -1 | -16 | 1 | 6 | 0 | -7 | -6 | -1.6 | -0.3 | -2
Cc1ccc(NC(=O)CNc2ccc(Cl)cc2F)cc1 | -6 | 4 | -5 | 1 | -2 | 30 | 3 | -1.5 | -0.9 | -1
CCc1ccc(S(=O)(=O)NCCOc2cccc3cccnc23)cc1 | -2 | 4 | 1 | -2 | · | -9 | 2 | -0.4 | -0.6 | 2
O=C(NCCCn1ccnc1)C1CC2CCC1C2 (centres undefined) | 1 | 5 | 4 | 9 | -6 | 11 | 1 | -1.1 | -1.9 | -2
O=C(CSc1nccn1Cc1ccco1)Nc1ccccc1 | -3 | 1 | 10 | 0 | 2 | 12 | 6 | -3.5 | 0.9 | -2
O=C(c1ccc(CS(=O)Cc2ccc(Cl)cc2)o1)N1CCN(c2ccccn2)CC1 (centres undefined) | 1 | -4 | -4 | 3 | -4 | 11 | 1 | -3.1 | 1.4 | -1

One compound at a time, as listed above. Values in the order: DAGLB inh, PKA-R2B activ, Rtt109 Vps75, cardiac RTF act, CAL PDZ FP-1, SR-BI DiI-HDL act, Keap1-Nrf2 PPI, CAL PDZ FP-2, LANA DNA inh, RTF Ca sens inh
CCOc1cc(N2CCOCC2)c(OCC)cc1NC(=O)CSc1n[nH]c(N)n1 across the screens: 1, 2, -3, -4, -2, -7, -7, -0.8, -0.4, 3
CC1CCC(NC(=O)C2c3ccccc3C(=O)N2Cc2cccs2)CC1 (centres undefined) across the screens: -2, 3, 19, -7, -1, 22, 0, -2.8, -1.9, 4
O=C(c1ccc(CS(=O)Cc2ccc(Cl)cc2)o1)N1CCN(c2ccccn2)CC1 (centres undefined) across the screens: 1, -4, -4, 3, -4, 11, 1, -3.1, 1.4, -1

(cont.)
SMILES | DAGLB inh | PKA-R2B activ | Rtt109 Vps75 | cardiac RTF act | CAL PDZ FP-1 | SR-BI DiI-HDL act | Keap1-Nrf2 PPI | CAL PDZ FP-2 | LANA DNA inh | RTF Ca sens inh
Cc1ccc(S(=O)(=O)N/N=C\c2cccnc2)cc1 | -2 | -5 | · | 3 | -2 | 23 | 3 | -1.5 | 0.7 | 0
CCN1CCN(c2ccc(S(=O)(=O)N3CCOCC3)cc2NC(=O)c2ccc(F)cc2Cl)CC1 | 3 | 19* | 1 | -6 | 0 | 20 | 0 | -0.4 | 0.8 | -6
CC(C)c1ccccc1NC(=O)COc1ccc(C(=O)NCCc2ccccc2)cc1 | -3 | -6 | -7 | -4 | -1 | -33 | 4 | -2.5 | -0.2 | -2
O=C(COc1ccc(Br)cc1CO)Nc1ccccc1 | -1 | -6 | · | 1 | -4 | 8 | 2 | -2.1 | 0.1 | 4
NC(=O)c1ccccc1OCC(=O)NS(=O)(=O)c1ccccc1 | -2 | 12 | 5 | -4 | -3 | 16 | 2 | -2.2 | -0.3 | 1
O=C1CCc2cc(S(=O)(=O)Nc3ccc(C(F)(F)F)cc3)cc3c2N1CC3 | 2 | 6 | 2 | 2 | 3 | 10 | -2 | -1.9 | 1.0 | -5
O=C(CSc1n[nH]c(-c2ccco2)n1)Nc1ccccc1 | 0 | -8 | -7 | 9 | -3 | 8 | 4 | 0.0 | -3.4 | -8
O=C(CN1C(=O)NC(CCc2ccccc2)C1=O)N1CCCCCC1 (centres undefined) | -1 | 7 | -2 | 2 | -62 | 2 | -1 | 1.8 | 0.4 | -5
CCOC(=O)C1CCCN(C(=O)c2cccc(S(=O)(=O)N3CCOCC3)c2)C1 (centres undefined) | 0 | 4 | -7 | -3 | · | 18 | -1 | -0.2 | -1.5 | 7
CCCCN(C(=O)c1cc(S(=O)(=O)N2CCCCC2)ccc1Cl)c1c(N)n(CCC)c(=O)[nH]c1=O | 2 | -3 | -14 | -6 | 23 | 11 | -2 | -0.8 | 0.0 | -15
COc1cccc(C(=O)N(C)C(C)c2nc3ccccc3s2)c1 (centres undefined) | -11 | -10 | -13 | -5 | -4 | · | -2 | -2.3 | 2.0 | -1
NC(=O)/C=C\c1cn(-c2ccccc2)nc1-c1ccc2c(c1)OCCO2 | -5 | -2 | 17 | 2 | -12 | -16 | -3 | -3.1 | -0.9 | 0
Cn1cc(NC(=O)Nc2ccc(C(F)(F)F)cc2)c(C(F)(F)F)n1 | -6 | 4 | -1 | -1 | -8 | -22 | -2 | -1.9 | 0.1 | -4
COc1ccc(S(=O)(=O)Nc2nnc(C(C)C)s2)cc1 | 4 | 4 | -8 | -9 | -6 | -15 | -3 | -2.4 | -1.6 | -2
C#CCOCCOCCOCCNc1nc(N2CCOCC2)nc(N2CCN(C(=O)[C@H](CCCCN)n3cc([C@@H](N)CO)nn3)CC2)n1 | 0 | -10 | 20 | 4 | 1 | 31 | -2 | 0.8 | 3.4 | -4
CN(C)c1nc(N(C)C)nc(N(C)C)n1 | 3 | 11 | 2 | 5 | -4 | 9 | 6 | 0.1 | -0.5 | 10
N#Cc1c(C(F)(F)F)cc(-c2ccco2)nc1SCc1ccncc1 | -4 | -4 | -4 | 3 | -7 | -35 | 0 | -1.1 | 0.1 | -7
O=C(CSc1nnc(-c2ccncc2)n1Cc1ccco1)N1c2ccccc2Sc2ccc(Cl)cc21 | 7 | -2 | 8 | 0 | -2 | -14 | -10 | · | 0.0 | -11
COC(=O)c1ccc(NC(=S)N2CCN(Cc3cccc(C)c3)CC2)cc1 | -1 | 12 | -2 | 0 | · | 7 | 1 | -0.6 | -0.7 | -4
O=C(NCCCSc1ccccc1)c1cc(Cl)ccc1O | -11 | 3 | 1 | 4 | 0 | -16 | -1 | -2.6 | -0.4 | -6
O=C(c1cccc2ccccc12)C1CCCN(C(=O)CCc2cnccn2)C1 (centres undefined) | 1 | 1 | 3 | -1 | -3 | 0 | 0 | 0.6 | -0.2 | 3
Cc1cc(=O)cc(C)n1-c1ccc(Cl)cc1 | 1 | -6 | 6 | 8 | -2 | 8 | -4 | -2.3 | 0.8 | 1
CC(C)N1C(=O)CCC1C(=O)NCCc1ccccc1 (centres undefined) | -1 | 2 | 13 | -5 | -2 | 22 | 3 | 0.2 | -1.4 | -5
O=[N+]([O-])c1ccc(COc2ncnc3ccccc23)cc1 | 2 | 10 | -11 | -3 | 4 | 26 | 2 | -0.1 | -1.8 | 6
COc1ccc(Cl)cc1C(=O)OCC(=O)N(C)CC(=O)Nc1ccc(F)cc1 | 3 | 4 | -2 | 3 | -20 | -26 | -5 | -2.2 | 1.2 | -7
CCCCCCCCC(=O)N1CCN(c2cc3c(cc2F)c(=O)c(C(=O)O)cn3CC)CC1 | 0 | -5 | -3 | -6 | -1 | -8 | -1 | · | 1.2 | -11
Cc1ccc(OCCC(=O)N(CCC(C)C)c2c(N)n(Cc3ccccc3)c(=O)[nH]c2=O)cc1 | 4 | -3 | 1 | -6 | -5 | -16 | 0 | -1.8 | -0.5 | -18
COc1cc2[nH]c3c(=O)n(CCN4CCOCC4)cnc3c2cc1OC | 0 | -9 | 3 | -2 | -3 | 5 | 2 | -0.9 | -6.4 | 3
O=C(Oc1ccccc1)c1ccc(-n2cnnn2)cc1 | -2 | -2 | 19 | -3 | -1 | 18 | 9 | -4.2 | 2.8 | 5
CCOc1ccc(C(=O)OCC(=O)N(Cc2ccccc2)Cc2ccccc2)cc1OC | -5 | -8 | -8 | 3 | -7 | -24 | -7 | -0.8 | -1.5 | 0
Cc1nn(-c2ccccc2)c(C)c1CN(C)C(=O)c1ccc(S(=O)(=O)NCc2ccco2)cc1 | 3 | 7 | -8 | -1 | -1 | -64 | -2 | -1.5 | -1.5 | -6
Cc1ccc(NCN2C(=O)C3CC=CCC3C2=O)cc1 (centres undefined) | -2 | -5 | -2 | 5 | -1 | -19 | -9 | -1.9 | 0.3 | -1
CC(=O)NCCn1c(SCC(=O)c2ccccc2)nc2ccccc2c1=O | 2 | -3 | -1 | 9 | 0 | -3 | -7 | 0.2 | 1.5 | -1
